MEKK2mut PB1 HTS – signal of MEK5 binding to mutant human MEKK2 PB1 domain | bead flow cytometry, Alexa488-MEK5 binding to MEKK2 mutant | percent response, % at 10 µM | 0.35% of 290,000 active | AID 1530; in the data active means percent response above about 24%, passing the limit was not always enough; further: inactives centre near 1; some results filed as inactive read as strong as hits; reference of the scale not given here
MEKK2wt PB1 HTS – raises or lowers MEK5 binding to wildtype human MEKK2 PB1 domain. bead flow cytometry, Alexa488-MEK5 binding to MEKK2 WT; actives lie on both sides. 1.1% of 290,000 active. Q9Y2U5. binding response (% of control), % at 10 µM; in the data active means binding response below about 67% or above about 130%
OXTR ag – agonists of human oxytocin receptor | CHO-OTR cells, Fluo-8 calcium fluorescence; normalized: DMSO 0%, oxytocin 100% | 0.32% of 320,000 active | activation, % at 3 µM | P30559;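 active means activation above the mean of all tested compounds plus 3 SD, cutoff set per screening run, cut at about 20% in these data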;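 further: peak over basal fluorescence ratio from a 100 s FLIPR kinetic read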
GalR3 antag – antagonists of human GalR3; HEK293 GalR3-CNG cAMP membrane potential fluorescence; galR3 body fused to GalR1 C-terminus; inhibition, % at 3 µM; 0.44% of 360,000 active; AID 651719;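 active means inhibition above the screen-wide average plus 3 SD, cut at about 13% in these data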;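 further: forskolin and galanin both at EC90 stimulate the cells; cAMP rise reported by CNG channel membrane potential dye signal; 0% = forskolin plus galanin with DMSO and 100% = forskolin alone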
V1R ag counter – activates human V1a receptor in oxytocin agonist counter-screen; P37288; activation, % at 3 µM; 0.25% of 320,000 active; CHO-V1R cells, Fluo-8 calcium fluorescence, agonist mode; 0% DMSO, 100% 3 nM vasopressin;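 active means activation above the mean activation of all tested compounds plus 3 SD, per screening run, cut at about 20% in these data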;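 further: signal is peak over basal fluorescence ratio across a 100 second FLIPR read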
PHOSPHO1 block – inhibitors of human PHOSPHO1 phosphatase. inhibition, % at 13.3 µM. recombinant PHOSPHO1, absorbance phosphatase assay. 1.1% of 290,000 active. AID 1565. Q8TCT1; in the data active means inhibition above about 60%
Target sequence (Q8TCT1 whole entry, looked up): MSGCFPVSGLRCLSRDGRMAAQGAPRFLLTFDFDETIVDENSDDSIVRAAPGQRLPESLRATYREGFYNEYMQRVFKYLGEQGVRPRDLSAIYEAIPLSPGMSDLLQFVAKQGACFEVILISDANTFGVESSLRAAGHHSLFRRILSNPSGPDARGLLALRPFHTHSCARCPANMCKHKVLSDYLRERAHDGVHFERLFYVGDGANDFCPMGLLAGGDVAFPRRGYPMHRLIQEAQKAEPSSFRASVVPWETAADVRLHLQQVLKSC
NALP1 inh – blocks the NALP1 inflammasome reconstituted in yeast | S. cerevisiae NALP1/ASC/caspase-1 growth, X-gal OD620, 72 h | inhibition, % at 10 µM | 0.61% of 280,000 active; in the data active means inhibition mostly above about 24%, no sharp cut-off; inactive means mostly below about 32%; further: some compounds called inactive have numbers as strong as hits
MEKK3 PB1 HTS – raises or lowers MEK5 binding to the human MEKK3 PB1 domain. Q99759. bead-based flow cytometry, Alexa488-MEK5 binding to MEKK3; actives lie on both sides; 0 = blocked by unlabeled MEK5, 100 = vehicle. binding response (% of control), % at 10 µM. 1.4% of 290,000 active. AID 1529;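 active means binding response more than 3 SD above or below the average of its plate-row segment, actives on both sides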;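 further: Alexa488 bead fluorescence after subtracting the streptavidin-only scavenger bead signal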
Target sequence (Q99759 whole entry, looked up, the tested form may be a part): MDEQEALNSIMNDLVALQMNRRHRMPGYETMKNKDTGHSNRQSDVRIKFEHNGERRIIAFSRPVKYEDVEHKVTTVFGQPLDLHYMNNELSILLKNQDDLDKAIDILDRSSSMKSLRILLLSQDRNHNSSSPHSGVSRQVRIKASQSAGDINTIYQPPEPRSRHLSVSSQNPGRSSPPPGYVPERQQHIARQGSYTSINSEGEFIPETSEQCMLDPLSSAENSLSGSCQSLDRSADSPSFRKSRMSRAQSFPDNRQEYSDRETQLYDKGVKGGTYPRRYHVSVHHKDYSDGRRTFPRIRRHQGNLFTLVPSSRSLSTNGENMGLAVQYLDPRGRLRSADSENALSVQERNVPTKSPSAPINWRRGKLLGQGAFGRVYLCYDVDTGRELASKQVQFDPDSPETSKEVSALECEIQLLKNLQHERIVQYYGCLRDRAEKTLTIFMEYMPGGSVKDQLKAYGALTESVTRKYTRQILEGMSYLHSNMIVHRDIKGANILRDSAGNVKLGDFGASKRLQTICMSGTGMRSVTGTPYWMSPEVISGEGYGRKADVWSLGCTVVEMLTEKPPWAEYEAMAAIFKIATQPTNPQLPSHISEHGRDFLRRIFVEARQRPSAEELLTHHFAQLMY
GPR7 antag – antagonists of human GPR7 (neuropeptides B/W receptor 1); AID 1861; 1.1% of 290,000 active; P48145; inhibition, % at 4.4 µM; GPR7-expressing cells, fluorescence antagonist assay; in the data active means inhibition above about 16%, passing the limit was not always enough;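 further: cells stimulated with the agonist NPW; 0% = agonist with vehicle and 100% = vehicle without agonist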
* = called active by the depositor; . = not tested or not shown; [ ] = another dose, or the depositor's remark.

Compound	MEKK2mut PB1 HTS	MEKK2wt PB1 HTS	OXTR ag	GalR3 antag	V1R ag counter	PHOSPHO1 block	NALP1 inh	MEKK3 PB1 HTS	GPR7 antag
O=C(/C=C/c1ccccc1[N+](=O)[O-])Nc1ccc(S(=O)(=O)Nc2ncccn2)cc1	2	97	-0.2	-2	-0.1	18	-46	101	-26
CCOc1ccc(S(=O)(=O)Nc2ccc3c(c2)OCO3)c2cccnc12	9	110	-0.4	-3	0.3	30	12	112	-10
CCNC(=S)N1CCC(n2cnc3ccccc32)CC1	-3	97	1.6	-4	0.3	33	-1	100	-2
Nc1nc(N)nc(COc2ccccc2)n1	-4	101	0.1	1	0.4	23	24	108	-8
Cc1ccc(OCc2n[nH]c(=S)n2-c2ccccc2)cc1C	-2	101	0.8	-1	1.6	-13	-6	104	-18
Cn1c(SCc2ccc(C(=O)Nc3nccs3)cc2)nnc1-c1ccccc1	6	102	-0.1	-1	-0.2	-15	26	106	-10
CCN1CCCCC(=N/O)/C(=N/O)CCCC1	5	89	3.2	-9	0.8	11	14	104	10
COc1ccc(NC(=S)N(CCC(C)C)C2CCN(C(C)C)CC2)cc1	5	108	0.1	-7	1.0	38	10	105	8
Cc1cc(=O)n2c3c(cccc13)CCC2	-5	103	-1.6	3	-0.5	6	36	90	6
Cc1cccc(NC(=O)CSc2nc(C)c(Cc3ccccc3)c(=O)[nH]2)c1	.	.	-1.0	-4	4.1	-10	4	.	2
Cc1c(NC(=O)CSc2ccc(Cl)cc2)cccc1-c1nc2cc(Cl)ccc2o1	37	123	-0.8	1	0.1	-17	28	107	-12
CCCCc1nnc(NC(=O)CC(=O)Nc2ccccc2C(=O)O)s1	8	106	0.8	1	0.9	10	10	105	-1

The list goes on (6 carried over from the part before).
Compound	MEKK2mut PB1 HTS	MEKK2wt PB1 HTS	OXTR ag	GalR3 antag	V1R ag counter	PHOSPHO1 block	NALP1 inh	MEKK3 PB1 HTS	GPR7 antag
CCN1CCCCC(=N/O)/C(=N/O)CCCC1	5	89	3.2	-9	0.8	11	14	104	10
COc1ccc(NC(=S)N(CCC(C)C)C2CCN(C(C)C)CC2)cc1	5	108	0.1	-7	1.0	38	10	105	8
Cc1cc(=O)n2c3c(cccc13)CCC2	-5	103	-1.6	3	-0.5	6	36	90	6
Cc1cccc(NC(=O)CSc2nc(C)c(Cc3ccccc3)c(=O)[nH]2)c1	.	.	-1.0	-4	4.1	-10	4	.	2
Cc1c(NC(=O)CSc2ccc(Cl)cc2)cccc1-c1nc2cc(Cl)ccc2o1	37	123	-0.8	1	0.1	-17	28	107	-12
CCCCc1nnc(NC(=O)CC(=O)Nc2ccccc2C(=O)O)s1	8	106	0.8	1	0.9	10	10	105	-1
COC(=O)CSc1ncc(S(=O)(=O)c2ccccc2)c(=O)[nH]1	9	105	1.0	-2	1.1	23	7	104	-11
CC1CCN(C(=O)CSc2ccc(-c3cccc([N+](=O)[O-])c3)nn2)CC1	1	101	-1.1	-6	1.6	-20	4	100	-7
COc1ccccc1N1CCN(S(=O)(=O)c2c(C)sc3ncn(CC(=O)NCCN(C)C)c(=O)c23)CC1	9	106	1.9	-9	-0.2	35	-13	102	-2
COc1ccccc1/C=C/C=N\N1CCN(Cc2ccccc2Cl)CC1	3	107	-1.8	-11	-0.9	-12	11	102	4
Nc1nc(-c2ccc(Br)cc2)cc(C(F)(F)F)n1	0	96	-1.4	-1	-1.1	4	-2	94	-4
CCn1c(O)c(/C=C/C=C/C=Nc2ccccc2)sc1=S	-1	59*[inhibitor]	1.2	3	-0.1	46	-3	87	-1
Cc1cc2nc(-c3ccccn3)c(-c3ccccn3)nc2cc1C	2	96	.	-10	.	36	15	97	-2
CCNc1ccc(P(=O)(c2ccccc2)c2ccccc2)cc1	-2	97	-0.5	2	0.4	28	9	101	5
CC(C)C1OC2c3cccc4cccc(c34)C2N1c1ccccc1 (configuration not stated)	2	84	-1.8	-4	-1.0	-35	-10	83	-1
CCOC(=O)c1cc2c(ccn2C)n1CC(=O)N(Cc1ccccc1)c1ccc(F)cc1	-1	105	0.8	0	2.3	-8	24	106	-13
O=C1NCCCc2c1no[n+]2[O-]	3	103	0.0	-9	1.4	-2	26	101	-8
O=c1c(Cc2ccc(F)cc2)c(O)ccn1CC1CCCO1 (configuration not stated)	-4	96	0.6	-6	1.1	28	14	107	-3
COc1cc(C(=O)NCC(=O)N/N=C\C(C)=C/c2ccccc2)cc(OC)c1OC	-3	99	1.6	-9	4.3	51	-13	104	-2
CCOc1ccc(CCNC(=O)c2ccc(C)c(NC3=NC4CS(=O)(=O)CC4S3)c2)cc1 (configuration not stated)	-1	98	1.0	0	0.1	36	-3	101	-2
CCCCNC(=O)c1onc(CSc2cc(C)ccc2C)c1C(=O)O	7	108	-1.8	9	0.3	23	4	105	-9
Cc1ccc(/C=N/n2cc(-c3ccccc3)[nH]c2=S)s1	-5	97	-0.8	-3	0.4	14	25*	98	-1
C/C(=N/NC(=O)c1cc2ccccc2cc1O)C1C(=O)c2ccccc2C1=O	0	96	-0.5	-1	-0.2	18	-5	101	2
Cc1ccsc1/C=N/NC(=O)Cn1nc(C)c([N+](=O)[O-])c1C	-13	92	0.1	-5	0.8	-10	29	93	-7
CC1CCCN(CCCOc2ccc([N+](=O)[O-])cc2)C1 (configuration not stated)	1	107	0.2	-2	-0.1	17	43	98	-9
Cc1cc2oc(C(=O)N(Cc3ccco3)C3CCS(=O)(=O)C3)cc(=O)c2cc1Cl (configuration not stated)	3	106	0.4	-4	0.5	22	36	107	-1
CC(NC(=O)CN(C)S(=O)(=O)c1ccc2c(c1)c(=O)n(C)c(=O)n2C)c1ccccc1 (configuration not stated)	0	100	8.1	1	1.0	33	-89	100	5
Cc1onc(-c2c(Cl)cccc2Cl)c1C(O)c1ccccc1 (configuration not stated)	4	98	-0.4	-11	-0.1	14	5	101	-3
CCOCCCNCc1cc(Cl)cc(Cl)c1OCC	7	103	1.3	-7	0.0	6	13	103	11
CC1(NC(=S)Nc2ccccc2)CCS(=O)(=O)C1 (configuration not stated)	-1	101	1.0	-2	1.8	2	-7	100	-2
O=C(Nc1cccc(C(=O)N2CCOCC2)c1)c1cccnc1	-2	98	0.0	-4	-0.8	0	34	101	-24
CCOc1ccc(/C(O)=C2/C(=O)C(=O)N(c3ncccn3)C2c2ccc(Cl)cc2)cc1 (configuration not stated)	3	97	-2.1	-5	-0.3	9	.	103	-16
CN(C)S(=O)(=O)c1c(Cl)cccc1Cl	12	106	-0.2	-6	-0.6	-2	0	103	11
CN1CCN(c2cc(=O)n(C3CCCCC3)c(=O)[nH]2)CC1	11	116	-0.5	.	0.4	6	.	110	-7
O=C(O)CCN1C(=O)C2C3CC(C2C1=O)C1C(c2ccccc2)c2sc(=O)n(-c4ccccc4)c2SC31 (configuration not stated)	0	112	-0.9	-3	1.0	2	12	129*	1
Cn1ccnc1SCC(=O)Nc1ccc(F)c([N+](=O)[O-])c1	7	104	-0.8	0	0.0	5	4	101	-7
CC(=O)c1cc(C#N)c(SCc2ccc([N+](=O)[O-])cc2)nc1C	-4	99	0.5	1	0.0	8	-1	104	-12
O=C(Nc1ccccc1Cl)Oc1ccc2ccccc2c1	-2	101	0.2	.	-0.2	38	6	94	-7
O=S(=O)(c1cccc2ccccc12)n1nnc2ccccc21	2	106	-0.5	-5	1.1	21	12	98	5
O=C(NNC(=O)c1n[nH]c(=O)c2ccccc12)c1ccc(Br)cc1	5	107	-0.3	0	0.7	25	.	104	-16
CC(C)(C)c1ccc(N2C(=O)CSC2c2cccnc2)cc1 (configuration not stated)	9	100	1.9	-3	4.2	25	14	108	-1
CCOc1nc(Nc2ccc(OC)c(Cl)c2)nc(OCC)n1	.	.	-1.8	4	-0.4	6	0	.	-2
CCN(CC(=O)Nc1ccccc1Br)Cc1nc2ccccc2c(=O)[nH]1	5	108	0.6	-5	2.4	9	-2	105	1
Cc1ccc(OCC(=O)Nc2sc3c(c2C#N)CCC3)cc1C	9	111	-1.0	-2	0.1	40	-11	118	-12
CC(C)Nc1nc(-c2ccccc2)nc(-n2ccnc2)n1	0	100	-1.1	-7	-1.2	1	17	100	-22
COc1ccc(/C=C/C(=O)NC(=S)NNC(=O)c2cccnc2)cc1	-2	101	3.7	-8	0.4	-4	-48	98	-3
COc1ccc(NC(=O)N2CCC(C(=O)c3ccc(F)cc3)CC2)cc1	0	100	2.3	-4	2.9	24	11	101	1
O=C(C(=O)N1CCOCC1)c1cn(CC(=O)N2CCc3ccccc3C2)c2ccccc12	-2	99	-0.4	-4	-0.5	43	-9	106	-3
Cc1cccc(N2CCN(C(=O)c3csc4ccccc34)CC2C)c1 (configuration not stated)	-2	100	-2.1	-5	1.3	-21	16	102	-1
Cc1ccc(-c2nc3ccccc3c(C(=O)NCc3cccs3)c2C)cc1	2	98	-2.7	0	0.1	-1	-4	101	6
CC(=O)N(Cc1cc(=O)[nH]c2ccccc12)c1cccc(C)c1	16	105	1.9	-1	0.2	21	22	109	-6
CN1C(=O)C2(c3ccccc31)c1c(oc3ccccc3c1=O)C(=O)N2CCCO (configuration not stated)	-8	99	0.5	5	-0.8	40	-7	93	-10
Cc1ccc(CNC(=O)CS(=O)(=O)c2cn(CC(=O)N3CCOCC3)c3ccccc23)cc1	7	104	-1.3	-2	-1.6	8	0	101	-12

Compounds as they come, and some 5.4% of all compounds hit somewhere here.
